VP16 counter – inhibits Gal4-VP16 luciferase reporter, ROR gamma counter-screen; Potency, µM (highest dose often 53.6 µM), for inactives: at the top dose activity, negative = inhibition, usual class: inhibitors; Drosophila S2 Gal4-VP16 UAS-luciferase, luminescence, 20 h; actives 3.5% (n = 310,000);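 further: Gal4-VP16 expression switched on by copper sulfate through the metallothionein promoter; on the % scale 0 is the no-effect control and ±100 the full control effect; nearly all actives have a fitted effect of over 50% in size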
uPA generation – cell surface uPA generation inhibition; Potency, µM (titrated, usually from 38.3 µM), for the others: at the top dose activity change, negative = inhibition, most hits filed as inhibitors; actives 0.31% (n = 330,000); cell surface uPA generation assay, qHTS; AID 540303; active means well fitted inhibition curve with a large enough effect; inconclusive means small, poorly fitted or top-dose-only effect; inactive means no such curve, though single readings can be large or run the other way; tested in mouse RAW 264.7 cells; further: on the % scale 0 is the no-effect control and ±100 the full control effect; nearly all actives have a fitted effect of over 55% in size
NPC1 prom act – NPC1 promoter activation. actives 2.4% (n = 320,000). Potency, µM (top dose mostly 9.22 µM), for the others: at the highest dose activation, actives largely listed as activators. AID 485313. Huh7 NPC1 promoter luciferase reporter, 24 h;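 further: % of control where 0% means no effect; nearly all actives have a fitted effect of over 60% in size; reporter is driven by a mutant NPC1 promoter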
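Luciferase expression driven by the NPC1 promoter was measured in stably transfected Huh7 cells after a 24 h compound incubation, using a luciferase reagent and a luminescence read.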
ELG1 genotoxic – induces genotoxicity in HEK293T cells with luciferase-tagged ELG1; HEK293T ELG1-luciferase reporter, luminescence, 16 h; Potency, µM (top dose mostly 46 µM), for inactives: top-dose activity change, positive = activation, usual class: activators; actives 1.3% (n = 330,000); further: % of control where 0% means no effect; nearly all actives have a fitted effect of over 60% in size
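16 hr compound incubation (37 °C, 5% CO2) of HEK293T cells carrying luciferase-tagged ELG1; luciferase then measured by ONE-Glo luminescence after 30 min at RT.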
RORg inh – blocks mouse ROR gamma transcriptional activity; Drosophila S2 Gal4-RORgamma UAS-luciferase reporter, 20 h; Potency, µM (doses to about 53.6 µM), for the others: at the highest dose activity change, negative = inhibition, usual class: inhibitors; actives 5.4% (n = 310,000); P51450; further: on the % scale 0 is the no-effect control and ±100 the full control effect; nearly all actives have a fitted effect of over 60% in size
Target sequence (P51450 whole entry, looked up, the tested form may be a part): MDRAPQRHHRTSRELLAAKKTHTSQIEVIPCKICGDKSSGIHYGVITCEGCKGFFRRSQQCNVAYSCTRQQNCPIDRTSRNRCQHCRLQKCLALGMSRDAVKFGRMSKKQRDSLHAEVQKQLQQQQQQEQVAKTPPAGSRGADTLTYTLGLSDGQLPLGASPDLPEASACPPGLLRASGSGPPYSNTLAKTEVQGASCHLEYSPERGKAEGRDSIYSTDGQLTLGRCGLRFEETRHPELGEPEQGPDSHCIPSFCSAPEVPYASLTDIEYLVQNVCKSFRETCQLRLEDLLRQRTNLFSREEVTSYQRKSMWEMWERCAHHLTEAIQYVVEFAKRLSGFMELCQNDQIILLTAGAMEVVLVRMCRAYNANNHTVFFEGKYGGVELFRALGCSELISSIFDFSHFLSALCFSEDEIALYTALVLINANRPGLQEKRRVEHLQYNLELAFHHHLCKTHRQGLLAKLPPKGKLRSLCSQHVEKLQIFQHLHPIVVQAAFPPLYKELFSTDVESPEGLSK
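A Gal4/UAS one-hybrid system in insect cells: metallothionein-promoter Gal4–ROR gamma fusion plus Photinus luciferase reporter. Copper sulfate 700 uM final, 20 hr ambient incubation, luminescent detection after 10 min with reagent.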
FLuc modulator – counter-screen for miR-21 project: firefly luciferase inhibitors or activators | P08659 | purified FLuc, Km substrates, luminescence inhibition | Potency, µM (highest dose often 57.5 µM), inactives show at the top dose activity change, negative = inhibition, actives largely listed as inhibitors | actives 6.9% (n = 360,000) | AID 588342;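 further: plate controls were vehicle for no effect and reference inhibitor for full effect; nearly all actives have a fitted effect of over 55% in size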
Target sequence (P08659 whole entry, looked up): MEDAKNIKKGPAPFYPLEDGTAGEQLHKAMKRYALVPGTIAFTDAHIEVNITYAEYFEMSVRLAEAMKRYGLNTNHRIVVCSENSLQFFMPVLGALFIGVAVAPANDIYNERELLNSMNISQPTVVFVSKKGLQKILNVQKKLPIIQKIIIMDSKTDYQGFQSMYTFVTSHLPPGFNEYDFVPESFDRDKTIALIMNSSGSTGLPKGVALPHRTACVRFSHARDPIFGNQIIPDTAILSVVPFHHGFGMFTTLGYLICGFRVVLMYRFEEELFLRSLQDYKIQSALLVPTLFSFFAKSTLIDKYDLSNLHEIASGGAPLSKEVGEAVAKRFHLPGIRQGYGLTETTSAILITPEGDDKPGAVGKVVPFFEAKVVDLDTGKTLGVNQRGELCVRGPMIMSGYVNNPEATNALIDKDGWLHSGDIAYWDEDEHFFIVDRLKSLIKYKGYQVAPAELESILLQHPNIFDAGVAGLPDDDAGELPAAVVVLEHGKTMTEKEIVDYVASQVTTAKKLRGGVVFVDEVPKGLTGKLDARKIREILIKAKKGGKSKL
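Purified P. pyralis luciferase, 10 nM final, with Km-level 10 uM D-luciferin and 10 uM ATP in 50 mM Tris acetate pH 7.5, 10 mM Mg acetate, 0.01% Tween-20, 0.05% BSA; 6-point qHTS titration about 60 µM downward; luminescence read.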
p53 reactivator – re-activators of mutant p53 | Potency, µM (doses to about 92.2 µM), inactives show at the highest dose activity change, positive = activation, most hits filed as activators | actives 0.063% (n = 320,000) | H1299 p53-A138V BP100-luciferase reporter, luminescence, 24 h; further: % of control where 0% means no effect; nearly all actives have a fitted effect of over 45% in size
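H1299 (p53-null), stable ts p53-A138V + BP100-Luc; 1000 cells/well, Opti-MEM/10% FBS; cpd 4 pt, 1:5; 24 h, 37 deg C, 5% CO2; detection reagent 10 min RT; luminescence.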
BRCA1 expr act – activators of BRCA1 expression | MCF7-BRCA1-FFLuc reporter, luminescence, 48 h; response scale: scaled: vehicle 0%, 10 µM genistein 100% | Potency, µM (series often up to 46.1 µM), without a hit: at the top dose activation, hits mostly activators | actives 1.1% (n = 380,000) | AID 624202; further: nearly all actives have a fitted effect of over 80% in size; some results filed as inactive show a strong effect at the top dose
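Luminescence from a BRCA1-driven firefly luciferase in MCF7 cells was read after 48 h compound exposure at 37 C. Data normalized against DMSO and a 10microM genistein activation control, then curve-fitted across the titration.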
CXXC DNA block – MLL CXXC-DNA interaction inhibition. Q03164. MLL-CXXC / FITC-HOXA9 DNA fluorescence polarization. Potency, µM (series often up to 115 µM), for the others: at the highest dose activity change, negative = inhibition, actives largely listed as inhibitors. actives 0.037% (n = 290,000); active means well fitted inhibition curve with a large enough effect in the polarisation, with a control signal flat, not every such curve was filed as active; inconclusive means small, poorly fitted or top-dose-only effect, or effect the other way, or a change in a side signal; inactive means no such curve, though single readings can be large or run the other way; the % refers to the polarisation
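Fluorescence polarization: 7 uM MLL-CXXC (stock) preincubated 5 min with compounds, then 50 nM fluorescein-HOX-A9 DNA (stock) added; 30 min ambient. Buffer 50 mM Tris-HCl pH 7.5, 50 mM NaCl, 1 mM DTT, 0.05% BSA.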
Rab9 promoter act – activates the Rab9 promoter; Huh7 Rab9 promoter-luciferase reporter, luminescence, 24 h; Potency, µM (series often up to 9.22 µM), for the others: at the highest dose activation, negative = inhibition, usual class: activators; actives 2.8% (n = 320,000); AID 485297; further: % of control where 0% means no effect; nearly all actives have a fitted effect of over 60% in size
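Stable Rab9-luc Huh7, 1500 cells/well, 2 h settle; cmpd in DMSO, 24 h, 37 °C/5% CO2; luciferase reagent 10 min RT; luminescence.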
MBNL1 CUG block – inhibitors of human MBNL1 binding to CUG repeat RNA; actives 0.036% (n = 280,000); TR-FRET MBNL1-His/biotin-(CUG)12 binding, 665/545 ratio; Q9NR56; Potency, µM (series often up to 57.5 µM), without a hit: top-dose activity change, negative = inhibition, usual class: inhibitors; active means well fitted inhibition curve with a large enough effect in the signal ratio, with a control signal flat, not every such curve was filed as active; inconclusive means small, poorly fitted or top-dose-only effect, or effect the other way, or a change in a side signal; inactive means no such curve, though single readings can be large or run the other way; the % refers to the signal ratio; further: on the % scale 0 is the no-effect control and ±100 the full control effect
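Compounds (final 92 nM to 58 uM) are added to His-tagged MBNL1 and biotin-(CUG)12, then terbium anti-His antibody and streptavidin-XL665 (5 nM final). After 60 min at room temperature, the 665/545 nm ratio is read.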
Numbers without * were called inactive; ? = inconclusive; / = no result given; [ ] = dose if it differs, or a comment. Unless noted, the call rests on the fitted dose curve; in most records, active means well fitted curve in the direction sought with a large enough effect; inconclusive means small, poorly fitted or top-dose-only effect, or another doubt; inactive means no such curve, though single readings can be large; an effect the other way counts as inactive or inconclusive. Potency means the concentration at half of the fitted maximal effect.

SMILES	VP16 counter	uPA generation	NPC1 prom act	ELG1 genotoxic	RORg inh	FLuc modulator	p53 reactivator	BRCA1 expr act	CXXC DNA block	Rab9 promoter act	MBNL1 CUG block
CCc1cc2c(Nc3ccccc3O)nc(C)nc2s1	29%	1%	0%	-4%	?	0%	/	-54%	-8%	8%	-4%
Cc1ccc(OCc2cc(C(=O)NCC(C)c3ccccc3)no2)cc1C (stereo not given)	3%	3%	-1%	-3%	-1%	-6%	-10%	-22%	-7%	-3%	-4%
COc1cccc(C(=O)N2CCCc3ccccc32)c1	-13%	/	-3%	0%	8%	0%	0%	4%	3%	6%	0%
O=C(N/N=C/c1ccc2c(c1)OCO2)c1cc2ccccc2o1	-4%	9%	10%	7%	0%	?	7%	-1%	0%	2%	12%
COc1ccc(-n2c(CN3CCOCC3)nc3ccc([N+](=O)[O-])cc3c2=O)c(OC)c1	4%	4%	-4%	-4%	23%	0%	6%	-8%	-11%	-1%	?
Cc1ccc(C)c(S(=O)(=O)N2CCCOC2CNC(=O)C(=O)NCCCn2ccnc2)c1 (stereo not given)	-4%	2%	-4%	-1%	19%	7%	5%	-24%	6%	-6%	-16%
CC(=O)C1=C(C)NC(C)=C(C(C)=O)C1c1cccs1	/	4%	-1%	8%	5%[0.365 µM]	3%	-15%	-21%	3%	1%	2%
CCc1cc(C(=O)N2CCCC(CNC(=O)c3ccc(-c4ccccc4)cc3)C2)no1 (stereo not given)	5%	-2%	-4%	-5%	2%	12µM*	-1%	1%	2%	27%	-4%
CCOCCc1nnc(NC(=O)c2cc(OC)c(OC)cc2[N+](=O)[O-])s1	-10%[10 µM]	2%	-5%	-3%	5%	3%	-1%	8%	-8%	-2%	?
CC(=O)Oc1ccccc1C1OC(=O)c2ccccc2N1C(C)=O (stereo not given)	2%	-2%	-2%	-3%	-105%	-6%	27%	3%	3%	-7%	-8%
COc1ccccc1/C=C(/NC(=O)c1ccccc1)C(=O)NCCCn1ccnc1	-3%	9%	-3%	2%	13%	-2%	11%	-3%	3%	0%	1%
O=C(Nc1ccc(CN2CCCCC2)cc1)c1c(F)c(F)c(F)c(F)c1F	-4%	-9%	-20%	-8%	-7%	-1%	19%	-5%	-23%	-7%	-4%
CCCOc1ccc(NC(=O)CC2C(=O)N(Cc3ccccc3)C(=S)N2Cc2cccs2)cc1 (stereo not given)	1%	?	-8%	-5%	?	-6%	?	-45%	18%	-11%	-19%
CCCCP(=O)(c1ccccn1)c1ccccn1	-8%	/	4%	2%	-12%	-3%	5%	9%	2%	10%	2%
N#C/C(=C/c1ccncc1)c1nc2ccccc2s1	?	-2%	-1%	4%	-44%	?	5%	-6%	41%[activator]	-7%	6%
COc1ccc2cc3cc(C(=O)NCc4ccccn4)oc3nc2c1	-25%	-1%	1%	-1%	-25%	-12%	-3%	-26%	-4%	18%	?
CC(C)COc1ccc(-c2nn(-c3ccccc3)cc2CO)cc1	-23%	8%	0%	0%	-12%	?	-5%	-29%	46%[activator]	-5%	6%
O=C1CSc2ccc(S(=O)(=O)NCc3ccccc3)cc2N1	1%	16%	-6%	-1%	34%	-4%	16%	-16%	2%	-2%	-6%
O=C(/C=C/c1ccco1)NC(=S)Nc1ccccc1	3.2µM*	?	28%	10%	7.1µM*	27µM*	12%	45%	-7%	?	17%
CC(C)C(=O)O/N=C(\N)c1ccccn1	-2%	0%	3%	3%	3%	-5%	?	24%	2%	-1%	-5%
Cc1ccc(NC(=O)C(C)N2C(=O)c3ccccc3C2=O)c(C)c1 (stereo not given)	-1%	-9%	-2%	-4%	-10%	4%	3%	-22%	2%	-6%	-8%
COc1cc(/C=N/NC(=O)CNC(=O)c2ccco2)ccc1O	-8%	-1%	-3%	0%	1%	-19%	2%	-12%	0%	3%	10%
CC1Cn2c(nnc2C23CC4CC(CC(C4)C2)C3)S1 (stereo not given)	6%	-7%	3%	-3%	-11%	-1%	2%	-2%	-8%	-6%	-1%
O=C(CN1C(=O)CC(c2ccccc2)S(=O)(=O)c2ccccc21)N1CCCC1 (stereo not given)	4%	2%	-1%	0%	-9%	-7%	1%	0%	13%	1%	-8%
O=C(NCc1ccco1)c1ccc(Oc2ccccc2)cc1	0%	-1%	14%	?	?	24µM*	21%	96%	-3%	16%	4%
O=C(Nc1ccnn1C1CCN(C2CCCCC2)CC1)c1cccc(F)c1	1%	-9%	7%	-1%	-9%	4%	5%	18%	-10%	-10%	-1%
COc1cc(S(=O)(=O)N(Cc2ccc(C)cc2)Cc2ccco2)ccc1-n1cnnn1	8%	3%	-2%	-11%	12%	-1%	-1%	-32%	9%	1%	-7%
CCCN=CC1=C(O)CC(c2ccccc2)CC1=O (stereo not given)	20%	-1%	-2%	0%	8%	3%	2%	-19%	-2%	0%	-6%
CCC(C(=O)Nc1ncc(C)s1)c1ccccc1 (stereo not given)	?	0%	1%	-8%	?	5%	0%	0%	3%	8%	-7%
COC(=O)c1ccccc1-n1c(CCC(=O)O)ccc1-c1ccc(F)cc1	3%	-4%	-1%	0%	-26%	3%	-6%	-22%	0%	-6%	-2%
Cc1cc(C)cc(NC(=O)c2ccc([N+](=O)[O-])o2)c1	?	-19%	-31%[inhibitor]	-4%	?	-2%	-13%	-88%[inhibitor]	21%	-23%	?
CC1CCCCN1CCCNC(=O)c1nn(C)c2c1CS(=O)(=O)c1ccccc1-2 (stereo not given)	-12%	5%	-3%	3%	-13%	3%	8%	-2%	-7%	3%	0%
C=CCN(C(=O)CCC(=O)Nc1cc(C)on1)C(C(=O)NC1CCCC1)c1ccc(C)cc1 (stereo not given)	8%	5%	2%	-4%	14%	1%	-5%	-16%	8%	-1%	-3%
O=C(Nc1ccccc1C(=O)Nc1ccccn1)c1ccc([N+](=O)[O-])cc1	-13%[10 µM]	-1%	-1%	4%	2%	-5%	3%	-19%	-16%	-5%	?
COCCn1c(SCc2ccc(OC)c(F)c2)nc2ccccc2c1=O	-9%	-6%	-3%	-6%	-12%	-1%	-4%	15%	4%	-4%	10%
c1ccc(-c2cn3nc(-c4ccccc4)c(-c4ccccc4)nc3n2)cc1	-3%	-5%	-9%	-1%	22µM*	-2%	5%	0%	?	-4%	4%

Some of these compounds in order of molecular weight, ascending.
SMILES	VP16 counter	uPA generation	NPC1 prom act	ELG1 genotoxic	RORg inh	FLuc modulator	p53 reactivator	BRCA1 expr act	CXXC DNA block	Rab9 promoter act	MBNL1 CUG block
CCCN=CC1=C(O)CC(c2ccccc2)CC1=O (stereo not given)	20%	-1%	-2%	0%	8%	3%	2%	-19%	-2%	0%	-6%
Cc1cc(C)cc(NC(=O)c2ccc([N+](=O)[O-])o2)c1	?	-19%	-31%[inhibitor]	-4%	?	-2%	-13%	-88%[inhibitor]	21%	-23%	?
O=C(Nc1ccccc1C(=O)Nc1ccccn1)c1ccc([N+](=O)[O-])cc1	-13%[10 µM]	-1%	-1%	4%	2%	-5%	3%	-19%	-16%	-5%	?
COC(=O)c1ccccc1-n1c(CCC(=O)O)ccc1-c1ccc(F)cc1	3%	-4%	-1%	0%	-26%	3%	-6%	-22%	0%	-6%	-2%
O=C(Nc1ccnn1C1CCN(C2CCCCC2)CC1)c1cccc(F)c1	1%	-9%	7%	-1%	-9%	4%	5%	18%	-10%	-10%	-1%
COCCn1c(SCc2ccc(OC)c(F)c2)nc2ccccc2c1=O	-9%	-6%	-3%	-6%	-12%	-1%	-4%	15%	4%	-4%	10%
COc1cc(S(=O)(=O)N(Cc2ccc(C)cc2)Cc2ccco2)ccc1-n1cnnn1	8%	3%	-2%	-11%	12%	-1%	-1%	-32%	9%	1%	-7%
C=CCN(C(=O)CCC(=O)Nc1cc(C)on1)C(C(=O)NC1CCCC1)c1ccc(C)cc1 (stereo not given)	8%	5%	2%	-4%	14%	1%	-5%	-16%	8%	-1%	-3%

Screens as filed in PubChem.

These rows are one share of the data; the hit share may differ from the screen's.
